Compound activity (PubChem BioAssay)
M1 PAM: human M1 muscarinic receptor positive allosteric modulators, primary screen, CHO-K1 cells, Fluo-8 calcium fluorescence, 1536-well | AID 588819, 2011 | 0.088% of 360,000 active | Muscarinic acetylcholine receptor M1 (Homo sapiens), P11229 | CHO-K1 hM1, ACh EC20; 0% = ACh EC20, 100% = maximal ACh | activation, % at 3 µM; in the data active means activation above about 19%, passing the limit was not always enough
Target sequence (P11229 whole entry, looked up): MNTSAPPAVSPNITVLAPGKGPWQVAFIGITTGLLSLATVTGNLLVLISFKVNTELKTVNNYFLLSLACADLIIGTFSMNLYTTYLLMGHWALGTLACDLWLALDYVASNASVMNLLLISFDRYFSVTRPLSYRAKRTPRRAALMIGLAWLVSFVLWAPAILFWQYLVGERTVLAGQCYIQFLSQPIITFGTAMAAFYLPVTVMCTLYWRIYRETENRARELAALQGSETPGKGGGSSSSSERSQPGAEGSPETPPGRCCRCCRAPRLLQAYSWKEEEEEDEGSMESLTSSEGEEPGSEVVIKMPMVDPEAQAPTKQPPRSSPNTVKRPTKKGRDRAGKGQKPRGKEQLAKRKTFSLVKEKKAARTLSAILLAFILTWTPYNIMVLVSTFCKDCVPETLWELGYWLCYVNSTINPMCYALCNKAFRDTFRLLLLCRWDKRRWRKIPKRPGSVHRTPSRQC
M1 antag: human M1 muscarinic receptor antagonists, primary screen, CHO-K1 cells, Fluo-8 calcium fluorescence, 1536-well. 1.3% of 360,000 active. Muscarinic acetylcholine receptor M1 (Homo sapiens), P11229. inhibition, % at 3 µM. AID 588852, 2011. CHO-K1 hM1, ACh EC80 antagonist;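 active means percent inhibition above its own plate's cutoff, namely the mean of that plate's compound wells plus 3 SD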;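 further: peak over basal fluorescence ratio during 140 s after agonist addition; 0% = ACh EC80 plus DMSO and 100% = DMSO alone without agonist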
M4 ag: human M4 muscarinic receptor agonists, primary screen, CHO-K1 cells, Fluo-8 calcium fluorescence; Muscarinic acetylcholine receptor M4 (Homo sapiens), P08173; CHO-K1 hM4/Gqi5; vehicle 0%, full acetylcholine response 100%; 0.14% of 360,000 active; AID 624127, 2012; activation, % at 3 µM;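 active means activation above the run mean over all test wells plus 3 SD, cut at about 32% in these data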;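 further: peak over basal fluorescence ratio per well then scaled between controls; 0% = DMSO wells and 100% = acetylcholine at EC100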
CHRM5 antagonist: human M5 muscarinic receptor antagonists, primary screen, CHO cells, Fluo-8 calcium fluorescence; Muscarinic acetylcholine receptor M5 (Homo sapiens), P08912; CHO-hM5 cells, ACh EC80; inhibition, % at 3 µM; 0.59% of 360,000 active; AID 624040, 2012;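 active means inhibition above a per-plate cutoff, the mean of that plate's test compounds plus 3 SD, cut at about 27% in these data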;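 further: 0% = acetylcholine EC80 with DMSO and 100% = DMSO without agonist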
Target sequence (P08912 whole entry, looked up): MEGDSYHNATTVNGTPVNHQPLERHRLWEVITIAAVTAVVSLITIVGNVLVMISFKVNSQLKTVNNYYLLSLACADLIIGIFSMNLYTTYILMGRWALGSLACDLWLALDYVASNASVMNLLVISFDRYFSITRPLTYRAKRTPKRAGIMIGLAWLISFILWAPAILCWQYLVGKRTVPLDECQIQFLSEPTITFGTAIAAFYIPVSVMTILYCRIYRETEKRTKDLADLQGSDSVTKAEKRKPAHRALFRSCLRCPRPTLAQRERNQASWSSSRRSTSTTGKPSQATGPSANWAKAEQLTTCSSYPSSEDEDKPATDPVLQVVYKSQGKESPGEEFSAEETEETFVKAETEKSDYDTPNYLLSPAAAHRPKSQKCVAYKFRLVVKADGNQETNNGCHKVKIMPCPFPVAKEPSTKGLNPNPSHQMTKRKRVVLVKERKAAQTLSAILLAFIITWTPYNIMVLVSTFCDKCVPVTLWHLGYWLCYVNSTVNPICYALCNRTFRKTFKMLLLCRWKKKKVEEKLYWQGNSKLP
M4 antag: human M4 muscarinic receptor antagonists, primary screen, CHO cells, Fluo-8 calcium fluorescence; Muscarinic acetylcholine receptor M4 (Homo sapiens), P08173; CHO-hM4 cells, ACh EC80; inhibition, % at 3 µM; 0.73% of 360,000 active; AID 624125, 2012;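 active means inhibition above its plate's cutoff, the mean inhibition of sample wells plus 3 SD, cut at about 27% in these data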;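 further: 0% = acetylcholine EC80 with DMSO and 100% = DMSO without agonist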
TAAR1 ag: human TAAR1 agonists, primary screen, Fluo-8 calcium fluorescence, CHO RD-HGA16 cells; Trace amine-associated receptor 1 (Homo sapiens), Q96RJ0; vehicle wells 0%, saturating PEA agonist 100%; activation, % at 3 µM; 0.99% of 360,000 active; AID 624467, 2012;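 active means activation above the mean activation of all test compounds in the run plus 3 SD, cut at about 38% in these data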
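System: CHO-derived RD-HGA16 cells with stable Gα16 and human TAAR1 / Times: 17-24 h plating, Fluo-8 75 min 37 °C, 30 min RT / Technique: calcium-sensitive Fluo-8 signal, excitation 470-495, emission 515-575 nm / Measure: % activation relative to PEA EC100 response / Benchmarks: DMSO and PEA EC100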
CHRM1 agonist: human M1 muscarinic receptor agonists, primary screen, Fluo-8 calcium fluorescence, CHO-K1 cells, HTS. CHO-K1 hM1, agonist mode; 0% DMSO, 100% acetylcholine EC100. AID 588814, 2011. activation, % at 3 µM. 0.33% of 360,000 active. Muscarinic acetylcholine receptor M1 (Homo sapiens), P11229;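 active means activation above the run's mean compound activation plus 3 SD, cut at about 16% in these data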;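 further: peak over basal fluorescence ratio within a 140 s kinetic read after compound addition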
CHRM5 PAM: human M5 muscarinic receptor positive allosteric modulators, primary screen, CHO-K1 cells, Fluo-8 calcium fluorescence. AID 624038, 2012. Muscarinic acetylcholine receptor M5 (Homo sapiens), P08912. CHO-K1 hM5, ACh EC20 PAM; 0% = ACh EC20, 100% = ACh EC100. activation, % at 3 µM. 0.3% of 360,000 active;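 active means activation above the run cutoff, the mean activation of all test compounds plus 3 SD, cut at about 18% in these data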
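Probe or stimulus: acetylcholine, EC20 level; Assay system: human M5 receptor in CHO-K1 cells; Schedule: compound preincubation 140 s before EC20 acetylcholine addition; Technique: intracellular calcium via Fluo-8 fluorescence; Dosing: single-point, 3 µM nominal; Read-out basis: percent activation from peak-over-basal fluorescence ratio, scaled EC20-to-EC100 acetylcholine; Repeats: one well per compound, no replicates.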
M5 ag: human M5 muscarinic receptor agonists, primary screen, CHO-K1 cells, Fluo-8 calcium fluorescence | Muscarinic acetylcholine receptor M5 (Homo sapiens), P08912 | CHO-K1 hM5 cells; 0% DMSO wells, 100% maximal acetylcholine response | activation, % at 3 µM | 0.19% of 360,000 active;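 active means activation above the run's mean over test compounds plus 3 SD, cut at about 23% in these data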;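 further: signal is peak over basal fluorescence ratio across the kinetic read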
* hit, by the source's call.

SMILES	M1 PAM	M1 antag	M4 ag	CHRM5 antagonist	M4 antag	TAAR1 ag	CHRM1 agonist	CHRM5 PAM	M5 ag
CC(C)OCCCNS(=O)(=O)c1ccc2ccccc2c1	3.6	-10.9	0.6	-1.1	8.4	3.5	-4.8	-5.2	-0.3
O=C(Cn1cc(C(F)(F)F)cc(Cl)c1=O)Nc1cccc(S(=O)(=O)N2CCCCC2)c1	1.0	-3.3	2.9	4.2	-2.7	5.0	-4.3	4.3	0.8
O=C(c1ccc(Cl)cc1)c1ccc(OCC(=O)N2CCOCC2)cc1	3.9	-3.6	1.0	3.9	6.6	1.2	-1.4	7.7	-7.5
Cc1c(C(=O)Oc2ccc(Cl)cc2)n(C)oc1=O	10.4	-16.6	1.6	-2.7	-12.9	3.1	-2.6	10.3	1.9
O=C(NCCn1c(C(F)(F)F)nc2ccccc21)[C@H]1CCCN1c1nc(CN2CCCCC2)cs1	-6.2	5.2	-0.6	4.4	-11.2	2.0	-12.7	7.0	-3.1
CCNC(=O)C(=O)NCCC1CCCCN1S(=O)(=O)c1cccs1 (stereo not drawn)	13.1	6.0	0.0	8.8	-2.5	1.2	5.3	-10.3	0.3
CC(=O)NCCCCCCNC(C)=O	1.9	-7.4	0.5	3.8	-3.2	-0.7	-2.3	-4.4	0.4
CC(C)NC(=O)c1cc(C2CCCCN2S(=O)(=O)c2cccs2)on1 (stereo not drawn)	-19.4	29.1	-0.4	11.8	1.7	-0.9	-7.7	-1.7	2.0
CCCCOCCCNC(=O)CCCOc1ccccc1	2.6	-8.3	-0.1	0.9	4.8	0.0	-1.3	-2.6	-3.5
Cc1ccc(S(=O)(=O)N2[C@@H](c3cccc(C)c3)C(C(=O)O)=C[C@H]2CC2CCCC2)cc1	13.8	-10.6	2.2	-0.9	0.5	2.7	-5.7	4.8	0.5
O=C(O)/C=C/C(=O)Nc1ccc(-n2ccc(C(F)(F)F)n2)cc1	2.1	-11.0	0.5	-5.4	-29.6	-0.4	-2.9	0.7	-6.4
COC(=O)c1ccccc1NC(=O)CN1CCCCCC1	6.7	-12.0	-1.2	6.5	-3.5	5.9	-7.5	-1.9	-1.1
O=C(CC1NC2CCCCC2NC1=O)Nc1cccc(C(F)(F)F)c1 (stereo not drawn)	11.4	-3.3	1.5	10.1	-3.0	1.0	0.6	-11.1	2.7
CC(=O)Nc1ccc(S(=O)(=O)N2CCCC2C(=O)Nc2ccc3c(c2)OCCO3)cc1 (stereo not drawn)	7.8	-2.7	1.9	-0.6	-2.0	17.0	-6.6	3.1	-0.1
O=[N+]([O-])c1ccc(/C=N/NC(=S)Nc2ccccc2C(F)(F)F)o1	6.9	-7.2	0.7	3.8	3.9	0.8	-6.3	-4.2	-1.0
Cc1ccc(C)c(NC(=O)c2sc(Cl)nc2-c2ccccc2)c1	2.8	-9.7	-2.0	0.8	-10.4	-0.2	-4.4	-5.8	-7.7
CCCOc1ccc(/C=N/NC(=O)CSCc2ccc([N+](=O)[O-])cc2)cc1OCC	1.5	-1.3	-0.3	-5.2	-20.1	-1.5	-8.4	-1.9	-3.3
COc1ccc(C2C(=O)N(C3CCCCC3)CC(=O)N2Cc2ccco2)cc1 (stereo not drawn)	-8.5	13.2	12.8	1.3	-3.9	16.3	-0.6	-9.4	7.0
C=CCNC(=O)/C(=C\C=C\c1ccccc1)NC(=O)c1ccc(OCCCC)cc1	7.4	-7.6	0.7	-17.9	-0.3	17.2	-3.1	-0.3	-2.0
CC(NC(=O)/C(C#N)=C/c1ccc(N2CCOCC2)cc1)c1ccccc1 (stereo not drawn)	-10.7	14.8	9.7	20.2	15.2	13.0	-0.8	-9.3	5.9

Pulled by structure from the entries so far (two):
SMILES	M1 PAM	M1 antag	M4 ag	CHRM5 antagonist	M4 antag	TAAR1 ag	CHRM1 agonist	CHRM5 PAM	M5 ag
Cc1ccc(C)c(NC(=O)c2sc(Cl)nc2-c2ccccc2)c1	2.8	-9.7	-2.0	0.8	-10.4	-0.2	-4.4	-5.8	-7.7
CCNC(=O)C(=O)NCCC1CCCCN1S(=O)(=O)c1cccs1 (stereo not drawn)	13.1	6.0	0.0	8.8	-2.5	1.2	5.3	-10.3	0.3

(cont.)
SMILES	M1 PAM	M1 antag	M4 ag	CHRM5 antagonist	M4 antag	TAAR1 ag	CHRM1 agonist	CHRM5 PAM	M5 ag
C=C(C)CC1Nc2ccccc2NC1CC(=C)C (stereo not drawn)	-4.0	-15.5	0.1	2.2	2.8	-0.5	-3.6	-4.3	-4.0
O=C(NCc1cccs1)N[C@@H](Cc1ccccc1)C(=O)O	8.4	-16.0	1.5	5.1	4.5	11.2	-1.8	-0.8	2.5
COC(=O)[C@@H](NCc1cccc(CN[C@H](C(=O)OC)c2ccccc2)c1)c1ccccc1	-5.4	10.3	3.5	-1.6	-7.2	24.4	-5.7	-3.1	2.1
CC(C)c1ccc(NC(=O)C(c2ccccc2)N(C)C(=O)c2cnccn2)cc1 (stereo not drawn)	8.9	-6.2	1.1	10.5	-0.6	3.5	-1.8	2.8	1.1
CCCn1nc(NC(=O)c2ccco2)c2cc3ccccc3nc21	-7.2	1.6	10.4	10.6	-9.5	12.1	-5.1	-13.9	2.1
C/C=C(\C)C(=O)O[C@H](c1cc2ccc(=O)oc2cc1OC)[C@@H](O)C(C)(C)O	12.6	-7.3	1.1	3.5	-3.8	5.6	-1.6	5.7	5.2
COc1cccc(/C=C2\C(=O)C(=O)c3ccccc32)c1	-3.8	4.2	1.3	-5.4	31.0*	3.7	-4.7	1.3	-1.7
COCC(=O)NCCSc1c(C)[nH]c2ccccc12	11.7	-10.4	2.2	5.7	-18.4	0.1	3.4	-2.2	0.6
CC1CSc2ccccc2NC1=S (stereo not drawn)	5.7	-7.6	0.8	7.7	6.4	10.9	-4.4	-5.4	0.9
O=C(OCc1ccc2c(c1)OCO2)c1ccc(S(=O)(=O)N2CCCC2)cc1	-2.0	9.1	3.6	5.0	-1.0	5.2	-3.7	-6.3	-2.9
Cc1ccccc1S(=O)(=O)NC(=O)C1(C)CCN1C(=O)Cc1cc(F)ccc1F (stereo not drawn)	7.9	-12.4	0.2	1.7	0.9	0.5	-0.8	3.0	0.5
CCOC(=O)C1=C(COC(=O)Cc2ccccc2)NC(=O)NC1C (stereo not drawn)	10.2	-13.7	7.2	1.1	-1.4	4.8	-0.7	-4.2	-1.0
O=C(Nc1ccccc1Cl)c1cc(C2CCCCN2C(=O)CCCc2ccccc2)on1 (stereo not drawn)	6.0	-7.7	1.1	1.9	-11.1	3.3	-0.8	-0.1	0.8
O=C(O)c1cccc(C(=O)Cc2ccccc2)c1	2.9	0.3	0.2	1.9	10.3	10.5	5.4	0.2	-1.4
Nc1nnc(SCC(=O)Nc2cc(S(=O)(=O)N3CCOCC3)ccc2N2CCCC2)s1	8.8	-7.8	-0.2	1.9	1.0	3.3	-5.8	5.2	1.9
O=C(CN1CCN(C(=O)CNC(=O)c2ccc(N3CCCC3=O)cc2)CC1)Nc1cccc(F)c1	13.9	-13.4	0.1	3.0	-2.6	7.0	2.1	0.7	-1.0
O=C(OCC(=O)N1CCc2ccccc21)c1cc(S(=O)(=O)N2CCOCC2)ccc1F	9.3	-13.8	1.4	5.0	1.1	0.2	-7.0	-0.1	-3.2
N=c1sccn1CC(=O)Nc1ccc(Cl)c(S(=O)(=O)N2CCOCC2)c1	-7.0	-9.2	0.4	1.6	0.2	9.1	-3.7	-5.2	-8.3
CC(=O)c1c(O)cc(O)cc1CC(=O)O	-0.1	-0.2	1.1	4.6	7.9	1.5	-0.9	0.9	3.6
COc1ccc2c(c1OC)C(=O)NC(C)=C(C(=O)OC(C)(C)C)C2O (stereo not drawn)	7.6	6.2	1.7	-1.9	13.0	-0.4	-1.8	0.1	0.2
Cc1cc2nc(NCCCO)n(CC(=O)c3cc(C(C)(C)C)c(O)c(C(C)(C)C)c3)c2cc1C	11.2	-11.0	2.5	2.9	-1.4	49.4*	3.8	7.4	4.3
O=C(Nc1ccc2c(c1)OCCO2)c1ccc(Cl)c(Cl)c1	3.4	-10.0	0.4	6.8	-6.2	2.5	-4.0	-0.8	-6.6
CC1(NC(=O)c2cccc(S(=O)(=O)N3CCCc4ccccc43)c2)CCS(=O)(=O)C1 (stereo not drawn)	1.5	-12.4	4.2	4.7	-12.2	1.9	-1.7	-8.3	0.0
CCC(C)(C)NC(=S)Nc1ccc(-c2nc3ccc(C)cc3s2)cc1	5.6	-3.3	0.7	-5.6	4.4	-1.1	-6.5	5.0	1.0
CC12CCC(C(=O)Nc3cc(Cl)ccc3Cl)(C/C1=N\O)C2(C)C (stereo not drawn)	1.0	2.0	-1.2	1.0	-13.5	10.2	-4.4	-4.9	-1.4
O=C(Nc1ccccc1)N1CCc2c([nH]c3ccccc23)C1C(F)(F)F (stereo not drawn)	4.3	-12.9	0.3	-2.6	-8.9	0.0	-5.8	4.6	-0.1
COc1ccc(CCNC(=O)COC(=O)c2cc(S(=O)(=O)N3CCCC3)ccc2O)cc1	10.5	-8.6	1.7	-5.7	7.0	1.9	0.4	0.4	3.0
CCN(CC(=O)Nc1ccc(NC(C)=O)cc1)C(=O)c1cccc2ccccc12	-0.4	-3.7	3.8	-6.5	-0.6	-0.5	-2.3	-9.2	1.6
N=C(N=C(N)N)N1CCc2ccccc21	7.3	-6.8	0.1	7.0	-1.5	1.7	-2.5	0.4	-0.5
COC1OC2COC(c3ccccc3)OC2C(OC(=O)c2ccccc2)C1OC(=O)c1ccccc1 (stereo not drawn)	10.1	-8.5	0.6	9.6	-4.7	4.6	1.0	-3.0	2.5
COc1cc(OC)c(OC)cc1CN(C)CCc1ccccn1	4.0	-20.2	0.4	-2.5	-13.1	11.0	-4.1	2.0	-4.0
CC(Sc1nnc(C(F)(F)F)n1C)C(=O)NC(N)=O (stereo not drawn)	5.2	-24.6	0.9	-1.4	0.0	5.7	-2.0	5.3	-1.1
N/N=C/C(=N\Nc1ccc(Cl)cc1)C(=O)c1ccncc1	4.7	-14.9	0.7	0.4	0.3	-3.5	-1.6	0.9	1.0
CC(Cc1cccnc1)NC(=O)CCc1nnc(-c2ccccc2)o1 (stereo not drawn)	4.7	9.2	0.9	-1.6	8.4	1.4	-4.9	5.1	3.1

Not all compounds are listed; count on the stated rates, not on these rows.
